High-throughput results: PubChem BioAssay, Broad Institute
PGC1a acetyl inh: modulators of PGC1a acetylation | 0.17% of 350,000 active | U2OS PGC1a acetylation, AlphaScreen anti-acetyl-lysine; with virally co-expressed GCN5 acetyltransferase | inhibition, % at 15.6 µM | AID 651687;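 active means every replicate shows inhibition of at least 40%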;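 further: 0% = neutral control wells and 100% = positive control wells; some results beyond the cut were filed as inactive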
RAD52 anneal inh: blocks human RAD52 DNA annealing. P43351. inhibition, % at 18.7 µM. recombinant RAD52 DNA annealing, FRET fluorescence. 0.46% of 360,000 active. AID 651710;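 active means every replicate showing at least 50% inhibition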
PglD inh: inhibitors of Campylobacter jejuni PglD acetyltransferase; purified PglD enzyme, DTNB colorimetric CoA detection; inhibition, % at 12.5 µM; 0.098% of 360,000 active; AID 602405; in the data active means inhibition above about 16%, passing the limit was not always enough; further: strong numbers were not always called active
Cneo AK release: causes C. neoformans cell lysis; adenylate kinase release luminescence, 4 h; normalised: neutral wells 0, clomiphene wells 100; lysis activity, % at 15 µM; 0.2% of 360,000 active; AID 651654;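 active means mean lysis activity across replicates of at least 80%, whatever share of replicates individually reach that level; inactive means mean lysis activity below 80%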
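read-out = cell lysis signal | test system = log-phase Cryptococcus neoformans yeast cells | input = cells at 5 × 10^6 per mL | medium = fresh YPD growth medium | signal = luminescent adenylate kinase detection reagent | timing = 4 h at 37 °C static, read 1 h later | dosing = single dose | controls = Clomiphene as positive lysis control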
RAD54 branch: RAD54 (human) branch migration inhibition; Q92698; RAD54 Holliday junction branch migration, FAM/BHQ fluorescence; inhibition, % at 10.4 µM; 0.14% of 360,000 active; AID 602329;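 active means mean normalized replicate activity at least 40 and at least half of replicates scoring 40 or more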;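 further: 0% = median of neutral control wells and 100% = median of positive control wells; inhibitors cause a drop in the FAM fluorescence signal; in these data hits start at about 50%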
Target sequence (Q92698 whole entry, looked up): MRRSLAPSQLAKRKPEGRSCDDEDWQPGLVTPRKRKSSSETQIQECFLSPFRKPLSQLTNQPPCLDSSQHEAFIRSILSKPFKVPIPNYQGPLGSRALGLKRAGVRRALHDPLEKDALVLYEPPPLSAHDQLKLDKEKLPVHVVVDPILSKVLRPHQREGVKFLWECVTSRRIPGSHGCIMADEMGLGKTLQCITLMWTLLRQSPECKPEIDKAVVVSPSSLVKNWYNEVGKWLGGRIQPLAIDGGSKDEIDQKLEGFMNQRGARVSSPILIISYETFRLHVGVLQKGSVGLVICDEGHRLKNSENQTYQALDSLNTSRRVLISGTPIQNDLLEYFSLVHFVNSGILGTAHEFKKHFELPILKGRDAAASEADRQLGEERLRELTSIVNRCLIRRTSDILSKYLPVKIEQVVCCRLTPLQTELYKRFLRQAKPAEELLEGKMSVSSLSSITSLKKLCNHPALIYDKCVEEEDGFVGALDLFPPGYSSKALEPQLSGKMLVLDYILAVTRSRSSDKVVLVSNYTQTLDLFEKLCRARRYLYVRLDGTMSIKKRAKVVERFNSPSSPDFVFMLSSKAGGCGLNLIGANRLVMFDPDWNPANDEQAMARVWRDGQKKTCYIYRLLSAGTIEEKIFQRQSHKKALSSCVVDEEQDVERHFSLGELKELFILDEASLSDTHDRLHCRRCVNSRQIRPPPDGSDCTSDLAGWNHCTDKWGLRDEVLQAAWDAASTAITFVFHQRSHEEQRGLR
E-sel inducer: induces E-selectin expression in human endothelial cells; P16581; HUVEC E-selectin immunofluorescence imaging; normalized: neutral wells 0, TNF-alpha wells 100; activation, % at 7.58 µM; 0.37% of 260,000 active; AID 686992;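 active means mean E-selectin-positive cell signal at least 10% of the positive control, reached in at least 60% of replicates, without over 20% cell loss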;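 further: in these data hits start at about 27%; measured in HUVEC primary endothelial cells; signal is the percent of cells scored E-selectin positive by PE staining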
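assay system = HUVEC, human umbilical vein endothelial cells | input = 3,000 HUVEC seeded per well | medium = EGM-2 growth medium on 0.1% gelatin-coated wells | dosing = one compound dose added by pin transfer | signal = immunofluorescence imaging | read-out basis = % PE-positive cells | control set = TNF-alpha, DMSO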
miR122 inh: inhibitors of miR-122 in Huh7 cells. Huh7 miR-122 Renilla luciferase sensor, 48 h; neutral wells = 0, positive control = 100. activation (reporter increase), % at 12.5 µM. 0.3% of 340,000 active. AID 602342;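 active means mean replicate activation score at least 90 and every replicate individually at or above 90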;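 further: higher luciferase means less miR-122 activity so hits act as miR-122 inhibitors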
ERAP1 HTS inh: inhibitors of human ERAP1 aminopeptidase. 0.15% of 340,000 active. AID 652197. Q9NZ08. inhibition, % at 10.7 µM. recombinant ERAP1, Leu-AMC fluorescence, 60 min;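 active means mean replicate inhibition of at least 30%, or all replicates individually reaching that 30% level; inactive means mean below 30% and not every replicate reaching it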;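 further: 0% = neutral control wells and 100% = L-leucinethiol positive control wells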
Active calls of the source: *; · = no result given; [ ] = dose if it differs, or a comment. Rows were taken by chance. About 1.4% of those tested had a hit in this group.

SMILES	PGC1a acetyl inh	RAD52 anneal inh	PglD inh	Cneo AK release	RAD54 branch	E-sel inducer	miR122 inh	ERAP1 HTS inh
COc1ccc(S(=O)(=O)N(C)C[C@H]2Oc3ccc(NC(=O)Cc4ccccc4)cc3C(=O)N([C@@H](C)CO)C[C@H]2C)cc1	5	-4	6	-1	-12	0.0	51[16.7 µM]	1
CN(C)S(=O)(=O)c1cc(C(=O)O)c(NC2CCCCC2)cc1Cl	10	·	-3	0	6	·	·	·
N#Cc1nnn2c1nc(N)c1c(F)cccc12	15	-15	·	·	·	12	·	-2
O=C1OC(c2ccc3c(c2)OCO3)=N/C1=C\c1ccc(C(=O)O)cc1	14	-24	5	2	-9	-0.1	-2	-1
C[C@@H]1CN([C@H](C)CO)C(=O)Cc2cc(NC(=O)CCCCCC(=O)Nc3ccccc3N)ccc2O[C@H]1CN(C)S(=O)(=O)c1cn(C)cn1	-2	-1	-4	0	-4	-0.1	0[16.7 µM]	0
C[C@@H](O)C#Cc1cnc2c(c1)C(=O)N([C@@H](C)CO)C[C@H](C)[C@@H](CN(C)Cc1ccc(-c3ccccc3)cc1)O2	-12	3	3	-2	-18	-0.3	1[16.7 µM]	4
CN(C)CCCN(C(=O)c1ccc(C(=O)c2ccccc2)cc1)c1nc2c(F)cccc2s1	-10	36	1	12	21	·	-6	-2
CN(Cc1ccccc1)C(=O)C1CCCN1S(=O)(=O)c1ccc(Cl)cc1 (stereo not drawn)	·	6	6	1	4	·	·	-2
C[C@@H]1CCCCO[C@H](CN(C)C(=O)Nc2ccc(F)cc2)[C@@H](C)CN([C@@H](C)CO)C(=O)c2cc(NC(=O)Nc3ccc(C(F)(F)F)cc3)ccc2O1	-1	-8	1	-1	-1	0.0	10[16.7 µM]	-2
CC1(C)Nc2ccccc2N(CCC(=O)N2CCOCC2)C1=O	-3	·	2	1	3	·	-3	·
C[C@H]1CCCCO[C@H](CN(C)S(=O)(=O)c2ccc(Cl)cc2)[C@@H](C)CN([C@@H](C)CO)C(=O)c2cc(NC(=O)C3CCCCC3)ccc2O1	-8	27	1	1	-4	0.1	-2[16.7 µM]	0
CN1CC(=O)N(CC(=O)Nc2cccc3ccccc23)C1=O	6	-173	-2	0	-1	0.7	7	1
O=C(Nc1nnc(S(=O)(=O)N2CCOCC2)s1)c1ccccc1Cl	-17	-2	2	2	-4	·	5	-1
Cc1cc(OCC(=O)N2CCN(c3ccccc3)CC2)c2c(C)c(C)c(=O)oc2c1	15	-9	-1	9	-17	·	·	-2
COC(=O)c1c(-c2ccc(OC)cc2)oc2ccc(-c3ccc(OC)nc3)cc12	·	-11	-4	-2	-5	0.3	·	8
c1cncc(CNc2cccc(-c3nc4ccccc4[nH]3)c2)c1	-9	-4	·	-7	15	·	3	15
CO[C@H](CN(C)S(=O)(=O)c1ccccc1)[C@@H](C)CN(C(=O)Nc1ccccc1F)[C@@H](C)CO	3	-9	2	1	-4	0.0	·	-1
COC(=O)C1=CN(c2cc(C)cc(C)c2)C=C(C(=O)OC)C1c1cccc(F)c1	·	-1	6	3	-3	-0.5	-1	6
C[C@H](CO)N1C[C@H](C)[C@H](CN(C)C(=O)C2CCCCC2)Oc2ncc(-c3cccc(F)c3)cc2C1=O	-4	13	3	-1	0	0.3	-7[16.7 µM]	1
Cc1ccccc1-n1c(SCC(=O)N2CCCCC2)nc(O)cc1=O	·	-14	7	0	-16	0.0	·	2
O=C(Nc1cccc(F)c1)N1CCCCN2[C@H](C1)[C@H](c1ccc(C#CC3CC3)cc1)[C@@H]2CO	8	-23	-3	2	-2	0.2	5[16.7 µM]	1
COC(=O)c1ccc(C(=O)OC)c(NC(=O)CSCc2ccc(Br)cc2)c1	-4	-11	1	-1	4	·	·	2
O=C(Nc1ccc(Cl)c(Cl)c1)N1CCOCC1	1	1	-2	-1	0	·	1	-3
CCNC(=S)NNC(=O)C1CCN(Cc2ccccc2)CC1	14	-13	3	1	5	8.5	-3	-4
COc1ccc(-c2cc3c(=O)n(CC(=O)Nc4ccc(Cl)cc4)nc(C)n3n2)cc1	1	-7	-5	1	-8	·	-1	-5
The results go on:
SMILES	PGC1a acetyl inh	RAD52 anneal inh	PglD inh	Cneo AK release	RAD54 branch	E-sel inducer	miR122 inh	ERAP1 HTS inh
CC(C)CC(C(=O)NCC1CCCO1)N(C(=O)Cn1nnc(-c2ccc(F)cc2)n1)c1cccc(C(F)(F)F)c1 (stereo not drawn)	·	·	0	11	-15	·	-13	·
COc1ccc(CN(C)C[C@H]2OCCCC[C@@H](C)Oc3ccc(NS(=O)(=O)c4ccc(F)cc4)cc3C(=O)N([C@@H](C)CO)C[C@@H]2C)cc1	0	46	-1	3	9	·	-11[16.7 µM]	-1
COc1ccc2c3c([nH]c2c1)[C@H](CO)N(C(=O)Nc1ccc(F)cc1)CC31CN(S(=O)(=O)c2ccc(C)cc2)C1	0	1	·	·	·	0.6	·	2
COc1ccc(S(=O)(=O)NC2CCCCCC2)c(OC)c1	·	-5	-6	-1	9	0.8	29	-2
COc1ccc(NC(=O)c2cc(-c3ccc(F)cc3C)n[nH]2)cc1OC	-9	-5	-5	0	2	-0.1	-7	1
COCC#Cc1ccc([C@H]2[C@@H](CO)N3CCCCN(Cc4cccnc4)C[C@@H]23)cc1	5	-30	3	0	-6	0.1	1[16.7 µM]	-2
O=C(OCc1ccccc1Cl)c1cccnc1Cl	3	-9	-6	-1	-2	·	1	-6
CCC(=O)Nc1ccc2c(c1)C(=O)N(C)C[C@@H](OC)[C@H](C)CN(C(=O)c1ccncc1)[C@@H](C)CO2	10	-5	1	1	-4	0.0	6[16.7 µM]	2
CC(=O)c1ccc(OC2(C)CCN(Cc3csc4ccccc34)C2)cc1 (stereo not drawn)	·	-42	1	0	-12	0.1	3	0
COc1ccccc1Cn1c(=S)[nH]c2cc(C(=O)NC(C)C)ccc2c1=O	·	2	1	0	-6	-0.1	·	0
CC(=O)Oc1cc2c(cc1OC(C)=O)C(=O)CCCC2	-2	2	-1	1	-9	-0.3	7	2
C[C@@H]1CN([C@@H](C)CO)S(=O)(=O)c2ccc(/C=C/c3ccccc3)cc2O[C@@H]1CN(C)C(=O)C1CC1	-3	25	0	-2	2	-0.3	-20[16.7 µM]	0
Cc1noc(C)c1S(=O)(=O)Nc1ccc2c(c1)C(=O)N([C@@H](C)CO)C[C@H](C)[C@@H](CN(C)C(=O)Nc1ccc(C(F)(F)F)cc1)OCCCC[C@@H](C)O2	7	-35	-1	3	0	0.0	-6[16.7 µM]	2
O=C(Nc1ccc(Br)cc1)c1cc2ccccn2n1	-8	-14	-6	-1	21	·	·	-1
CN(C)C(=O)c1ccc(-c2ccccc2[C@@H]2[C@@H](CO)N(C(=O)C3CCCCC3)[C@H]2C#N)cc1	-12	-3	·	·	·	0.2	·	1
CCOC(=O)C1C(=O)NCC1c1ccccc1 (stereo not drawn)	11	-8	8	1	-4	·	2	0
Cc1ccc(S(=O)(=O)Nc2cccc3c2O[C@H](CN(C)S(=O)(=O)c2cn(C)cn2)[C@H](C)CN([C@H](C)CO)C3=O)cc1	-4	·	0	-2	6	-0.2	4[16.7 µM]	·
CCCN(CC(=O)Nc1ccccc1OC)C(=O)c1ccc2c(c1)NC(=O)C(C)S2 (stereo not drawn)	8	16	2	-1	-1	-0.5	2	-1
CC1CCC2(CC1)NC(=O)N(CC(=O)Nc1ccc3c(c1)CCC3)C2=O (stereo not drawn)	-25	0	-1	1	-2	3.0	17	0
Cc1ccc(S(=O)(=O)Nc2ccc3c(c2)CC(=O)N([C@H](C)CO)C[C@@H](C)[C@@H](CN(C)C)O3)cc1	-6	2	2	43	15	19	-2[16.7 µM]	-3
Cc1ccc(NC(=O)C2CCCN(C(=O)NCc3ccccc3)C2)c(C)c1 (stereo not drawn)	8	-16	-1	4	-4	0.0	-1	4
COc1ccc(O)c(C(=O)/C=C/c2cc3ccccc3o2)c1	-3	·	-6	0	-1	·	4	·
CCCCC1CC(/C(C)=N/NC(N)=O)OC1=O (stereo not drawn)	5	·	1	-5	-5	·	-6	·
CCCCc1cc(=O)oc2cc(C)cc(OCC(=O)NCc3cccnc3)c12	-4	-11	-8	1	5	2.2	-5	-1
CC(C)C(NS(=O)(=O)c1ccc2c3c(cccc13)C(=O)N2)C(=O)O (stereo not drawn)	5	-21	1	0	3	-0.1	·	9

Grouped by structure: the entries above containing bromine.
SMILES	PGC1a acetyl inh	RAD52 anneal inh	PglD inh	Cneo AK release	RAD54 branch	E-sel inducer	miR122 inh	ERAP1 HTS inh
COC(=O)c1ccc(C(=O)OC)c(NC(=O)CSCc2ccc(Br)cc2)c1	-4	-11	1	-1	4	·	·	2
O=C(Nc1ccc(Br)cc1)c1cc2ccccn2n1	-8	-14	-6	-1	21	·	·	-1

As entered above.
CCCN(CC(=O)Nc1ccccc1OC)C(=O)c1ccc2c(c1)NC(=O)C(C)S2 (stereo not drawn) in miR122 inh shows 2
Cc1ccc(S(=O)(=O)Nc2ccc3c(c2)CC(=O)N([C@H](C)CO)C[C@@H](C)[C@@H](CN(C)C)O3)cc1 in miR122 inh shows -2[16.7 µM]

(list continues)
SMILES	PGC1a acetyl inh	RAD52 anneal inh	PglD inh	Cneo AK release	RAD54 branch	E-sel inducer	miR122 inh	ERAP1 HTS inh
COc1ccc(NC(=O)N(C)C[C@H]2Oc3c(NC(=O)Nc4cccc5ccccc45)cccc3C(=O)N([C@H](C)CO)C[C@@H]2C)cc1	7	-1	0	-7	-9	-0.1	11[16.7 µM]	-5
OC1CSc2nc3ccccc3n2C1 (stereo not drawn)	·	-13	-3	2	4	1.9	-1	2
CCOC(=O)C(Cc1ccnc2ccccc12)=NO	-2	4	-3	-1	1	0.4	·	3
C[C@H](CO)N1C[C@H](C)[C@H](CN(C)S(=O)(=O)c2ccc(F)cc2)Oc2ccc(NC(=O)C3CCCCC3)cc2C1=O	-4	6	1	4	-1	-2.8	1[16.7 µM]	-1
C[C@@H]1CCCCO[C@@H](CN(C)C(=O)CCCN(C)C)[C@H](C)CN([C@@H](C)CO)C(=O)c2cc(NS(=O)(=O)c3cn(C)cn3)ccc2O1	8	11	0	43	5	0.0	7[16.7 µM]	-3
COc1ccc(C(=O)OC(COc2ccccc2)Cn2ccnc2)cc1 (stereo not drawn)	-24	·	2	-2	-8	·	-7	·
O=C(Cn1cnc2c(nnn2Cc2ccccc2)c1=O)NCc1ccccc1Cl	-2	-18	-1	0	-10	·	-3	-1
CC(=O)c1cc(C#N)c(Oc2ccc(F)cc2)nc1C	-4	·	-4	-2	-6	·	5	·
O=[N+]([O-])c1cccc(-c2ncc3ccccn23)c1	8	-33	·	·	·	-0.2	·	3
C=CCSc1nc2sc3c(c2c(=O)n1-c1ccccc1)CCN(C)C3	3	-4	0	-1	20	·	-15	-1
O=C(C1CCN(Cc2nc(-c3ccc(Cl)cc3)no2)CC1)N1CCOCC1	7	-17	-1	1	·	·	-15	-4
Cc1ccc(Nc2cc(-n3cccn3)ncn2)c(C)c1	30	3	1	4	-9	·	·	5
CCCCCN(C(=O)CCC(=O)OCC(=O)N(C)c1ccccc1)c1c(N)n(CCCC)c(=O)[nH]c1=O	·	-3	-3	0	-2	·	·	-5
COc1ccccc1N1CCN(S(=O)(=O)CCNC(=O)c2ccco2)CC1	-12	-9	2	0	9	-0.1	-3	-2
Nc1nonc1-n1nnc(C(=O)N/N=C/c2ccc(Br)cc2)c1-c1ccc2c(c1)OCO2	10	4	0	-2	1	·	6	0
Cc1ccc([N+](=O)[O-])cc1-c1[nH]c(-c2ccc(O)c(O)c2)nc1-c1ccccc1	1	·	5	2	-2	·	-1	·
Cc1ccc(S(=O)(=O)N(CC(=O)N2CCOCC2)C2CCCCC2)cc1	-4	·	4	-1	-10	·	21	·
